Keap1-Nrf2 PPI = inhibitors of human Keap1-Nrf2 protein-protein interaction | AID 504523 | inhibition, % at 9.4 µM | 340,000 compounds, 0.15% hits | Q14145 | Keap1 Kelch-Nrf2 peptide fluorescence polarization, 1536-well; in the data active = inhibition above about 12%;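 note: human Keap1 Kelch domain with fluorescein labeled Nrf2 9mer peptide probe; 0% = neutral control wells and 100% = peptide positive control; higher means more block of Keap1 binding to Nrf2 peptide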
SR-BI DiI-HDL act = enhances SR-BI lipid uptake from DiI-HDL; activation, % at 12.5 µM; CHO ldlA[mSR-BI] cells, DiI-HDL uptake fluorescence, 3 h; 100 = double the neutral-control signal; 320,000 compounds, 0.096% hits;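 active = mean replicate activation of at least 60% and every replicate at or above 60%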;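 note: 0% = median plate neutral-control signal and 100% = twice that signal; values of inactives mirror those of a sister screen read the other way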
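Test system: SR-BI-overexpressing, LDLR-lacking CHO cells; Medium: Ham's F12 with 0.5% BSA, HEPES 25 mM, pH 7.4; Schedule: 3 h, 37 °C; Technique: bottom-read fluorescence, 550/595 nm.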
LANA DNA inh = KSHV C-LANA DNA binding inhibition. MBP-C-LANA/FAM-LBS DNA binding, fluorescence polarization. inhibition, % at 9 µM. 340,000 compounds, 0.078% hits. AID 504423;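 active = highest replicate inhibition at or above 60% at 9 µM, even if other replicates fall short; inactive = all replicates below 60% inhibition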;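 note: 0% = neutral control wells and 100% = 4 µM acridine orange control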
RTF Ca sens inh = cardiac RTF calcium desensitization; P19429+P45379; IANBD-labeled cardiac RTF, Ca2+ fluorescence; inhibition, % at 7.15 µM; 340,000 compounds, 0.12% hits;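 active = inhibition above the mean inhibition of all tested compounds plus 3 SD, cut at about 17% in these data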;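 note: assay run at fixed EC70 calcium of 1.6 mM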
PKA-R2B act = activates the human PKA-R2B holoenzyme complex; P22694+P31323; PKA-R2B holoenzyme dissociation, Cy5-IP20 fluorescence polarization; R2B truncated from residue 108, S112A mutant; 0% DMSO only, 100% 113 µM cGMP; activation, % at 11.4 µM; 340,000 compounds, 0.079% hits;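 active = activation above a cutoff set at the mean over all compounds plus 3 SD, cut at about 18% in these data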;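 note: higher means more holoenzyme dissociation and a rise in polarization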
Target sequence (P31323 whole entry, looked up, other chains not shown, the tested form may be a part): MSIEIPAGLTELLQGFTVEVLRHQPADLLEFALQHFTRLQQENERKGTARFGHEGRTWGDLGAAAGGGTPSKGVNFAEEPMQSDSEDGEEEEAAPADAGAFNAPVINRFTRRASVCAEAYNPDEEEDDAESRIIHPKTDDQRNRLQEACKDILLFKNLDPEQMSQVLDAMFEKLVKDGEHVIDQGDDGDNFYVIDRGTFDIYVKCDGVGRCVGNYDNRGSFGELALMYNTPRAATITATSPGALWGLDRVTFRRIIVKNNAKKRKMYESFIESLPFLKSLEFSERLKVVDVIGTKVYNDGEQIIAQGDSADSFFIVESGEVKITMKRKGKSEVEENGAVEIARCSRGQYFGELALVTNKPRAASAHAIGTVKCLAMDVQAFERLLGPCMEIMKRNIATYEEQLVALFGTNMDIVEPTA
NSD2 inh = NSD2 (human) methyltransferase inhibition; O96028; NSD2 peptide methylation, AlphaScreen, 120 min; inhibition, % at 12.5 µM; 310,000 compounds, 0.54% hits; AID 743445; in the data active = inhibition above about 50%
SR-BI HDL uptake = blocks mouse SR-BI lipid uptake from DiI-HDL; ldlA[mSR-BI] CHO cells, DiI-HDL uptake fluorescence, 3 h; Q61009; 320,000 compounds, 0.96% hits; inhibition, % at 12.5 µM; AID 488896;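 active = mean replicate inhibition of at least 70% and a set share of replicates each scoring 70 or more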;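 note: 0% = median of neutral control wells and 100% = median of positive control wells; values of inactives mirror those of a sister screen read the other way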
Arrestin-AP2 inh = human beta-arrestin and AP2 interaction inhibition; FITC-arrestin peptide / GST-AP2 beads, flow cytometry; AP2 beta2 appendage carries R879A mutation; inhibition, % at 10 µM; 340,000 compounds, 0.31% hits; AID 504490;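 active = inhibition above a set limit, near 3 SD of compounds lacking own fluorescence, cut at about 54% in these data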;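 note: plate controls were DMSO wells for no effect and 5 µM unlabelled arrestin peptide for full effect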
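System: GST-AP2 R879A glutathione beads; medium: PBS, Tween 20 0.05%, BSA 0.1%; reagent: fluorescein-tagged arrestin peptide at 50 nM final; schedule: pre-incubation 12 min, peptide binding 1 h, room temperature; detection: flow cytometry, FL1 (488/535 nm); read-out: inhibition as reduced fluorescein signal on beads, percent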
DAGLB inhibitor = diacylglycerol lipase beta (human) inhibition; Q8NCG7; HEK293T DAGLB membrane lysate, EnzChek fluorogenic substrate; inhibition, % at 5.17 µM; 340,000 compounds, 0.059% hits; in the data active = inhibition above about 34%;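 note: 0% = enzyme with vehicle and 100% = wells lacking enzyme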
Target sequence (Q8NCG7 whole entry, looked up): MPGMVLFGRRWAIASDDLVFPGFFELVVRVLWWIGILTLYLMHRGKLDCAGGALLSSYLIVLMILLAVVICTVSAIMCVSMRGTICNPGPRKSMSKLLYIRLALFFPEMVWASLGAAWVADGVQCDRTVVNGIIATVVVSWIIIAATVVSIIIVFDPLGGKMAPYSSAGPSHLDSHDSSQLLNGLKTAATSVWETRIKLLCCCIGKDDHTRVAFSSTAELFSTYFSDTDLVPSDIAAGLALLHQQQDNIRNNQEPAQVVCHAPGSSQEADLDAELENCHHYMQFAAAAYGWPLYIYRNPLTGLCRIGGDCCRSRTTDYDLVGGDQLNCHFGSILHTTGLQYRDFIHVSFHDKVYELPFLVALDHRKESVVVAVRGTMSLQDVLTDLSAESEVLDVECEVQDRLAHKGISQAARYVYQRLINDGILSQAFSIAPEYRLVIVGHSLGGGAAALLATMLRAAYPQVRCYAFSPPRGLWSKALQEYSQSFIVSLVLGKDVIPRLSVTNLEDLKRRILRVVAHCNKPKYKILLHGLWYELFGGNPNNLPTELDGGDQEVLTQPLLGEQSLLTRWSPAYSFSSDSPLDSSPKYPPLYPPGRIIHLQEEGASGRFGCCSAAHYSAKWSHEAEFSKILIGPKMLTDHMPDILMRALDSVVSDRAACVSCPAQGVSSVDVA
PvdQ inh = P. aeruginosa PvdQ acylase inhibition; purified PvdQ acylase, fluorescence plate reader; inhibition, % at 10 µM; 340,000 compounds, 0.063% hits; in the data active = inhibition above about 30%, passing the limit was not always enough;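 note: 0% = vehicle neutral wells and 100% = reference inhibitor wells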
Active calls of the source: *; . = no result given; & = joins results of further samples.

SMILES	Keap1-Nrf2 PPI	SR-BI DiI-HDL act	LANA DNA inh	RTF Ca sens inh	PKA-R2B act	NSD2 inh	SR-BI HDL uptake	Arrestin-AP2 inh	DAGLB inhibitor	PvdQ inh
CCOC(=O)c1cnc2ccc(OC)cc2c1NCCc1ccc(OC)c(OC)c1	0	-18	3.9	-7	4	-5	18	-12	-1	-15
C(=N\N1CCN(c2ccccc2)CC1)/c1ccccc1	2	-37	1.8	-11	1	.	37	-13	-2	-14
Cc1ccc(-c2noc(CCC(=O)NC3CCCC3)n2)cc1	1	.	0.2	-5	3	-3	.	39	-3	7
C=CCN1C(=S)CC(c2ccccc2)=Nc2ccccc21	-2	-18	0.0	-1	-2	-2	18	17	-8	-8
C=CCOc1ccccc1/C=N/O	0	11	-1.1	-7	1	-5	-11	3	0	-4
COc1cccc(NC(=O)CN(C)C(=O)CNC(=O)c2ccc3ccccc3c2)c1	-1	-5	0.1	-18	-7	-4	5	-15	0	-15
Cc1c(Cl)cccc1NC(=S)NCc1ccc(Cl)cc1	-2	-14	-0.5	-2	-7	2	14	-2	-3	-17
COc1ccc(NC(=O)CN(C)S(=O)(=O)c2ccc3c(c2)CCC(=O)N3)c(OC)c1	-4	-21	-0.7	-1	7	.	21	6	-1	-14
Cc1ccc(N2C(=O)c3ccc(N)cc3C2=O)cc1	0	-8	-1.0	-2	-8	-4	8	22	0	-5
NS(=O)(=O)c1ccc(CNC(=O)c2ccc3c(=O)n4c(nc3c2)CCC4)cc1	-4	3	0.1	-11	-1	-1	-3	20	1	-7
COc1cc(NC(=O)CSc2cc(C)c3cc(C)cc(C)c3n2)c(C(=O)O)cc1OC	-2	26	1.1	-5	-7	15	-26	-11	0	-13
CCOC(=O)c1ccc(N2C(=O)CC(N(Cc3ccc4c(c3)OCO4)C(=O)Nc3ccccc3)C2=O)cc1 (centres undefined)	-3	-7	0.0	-9	-21	2	7	-8	-5	-13
O=C(CSc1nc2ccccc2[nH]1)NC(=O)NCc1ccco1	-4	-27	0.6	4	-3	5	27	0	0	11
O=C(O)CC(c1ccc(Cl)cc1)n1cccc1 (centres undefined)	-4	9	2.6	-4	2	3	-9	-8	-2	-8
Cc1nc2nc(C)c(CCC(=O)N3CCc4ccccc43)c(C)n2n1	0	-5	0.3	-8	-7	0	5	26	-1	-4
CC(C)CC(=O)Nc1ccc2c(c1)OCO2	5	.	1.1	0	-2	-1	.	4	1	-11
Cc1ccc2cc(CCNC(=O)C(=O)c3c[nH]c4ccccc34)c(=O)[nH]c2c1	0	9	-0.3	-10	4	2	-9	-5	4	-6
CCC(C)(C)NC(=O)CN(C(=O)CNS(=O)(=O)c1ccccc1)c1ccccc1	-2	21	-2.2	-4	-10	.	-21	1	-2	-6
O=C(Nc1nc(-c2ccc(-c3ccccc3)cc2)cs1)C1=COCCO1	1	22	0.6	0	-2	-2	-22	31	-6	7
Cc1cccc(C(=O)OCC(=O)c2c(N)n(CC(C)C)c(=O)n(C)c2=O)c1O	-9	-23	0.8	-7	-2	0	23	-10	0	-6
COc1ccc(/C=N/NC(=O)CCn2nnc3ccccc32)cc1	2	7	3.3	2	-1	-3	-7	-6	-2	-7
Cc1ccc(NS(=O)(=O)c2cc3c4c(cccc4c2)C(=O)NC3=O)cc1	-6	1	0.9	-11	-1	-2	-1	11	5	-13
CN(CC(=O)Nc1ccc(N2CCOCC2)cc1)Cc1cc(=O)n2ccsc2n1	-5	-6	1.6	-4	-2	1	6	-24	-1	-16
Oc1[nH]c2ccccc2c1N=Nc1nc2ccccc2s1	-3	7	-1.1	1	-10	3	-7	-4	-3	-7
COc1ccc(Cl)cc1CN1C(=O)NC2(CCCCCC2)C1=O	-6	.	0.0	-8	-2	5	.	-3	1	0
Cc1ccc(OCCCN2CCOCC2)cc1	-3	9	-0.1	-7	1	-2	-9	-9	-5	8
CC(=O)NC(CCS(C)(=O)=O)C(=O)Nc1c(C)cccc1C (centres undefined)	2	52	0.6	-1	-5	.	-52	-4	3	-4
COC(=O)CNC(=O)COC(=O)/C=C/c1ccccc1[N+](=O)[O-]	-3	6	0.1	-11	-5	-2	-6	-4	-1	3
Cc1csc(=O)n1CC(=O)OCC(=O)N(CC(C)C)c1c(N)n(Cc2ccccc2)c(=O)[nH]c1=O	-2	15	-1.3	-2	-8	1	-15	3	1	-11
O=C(CCC(=O)N1CCN(c2ccccn2)CC1)Nc1nnc(C2CCCCC2)s1	-2	0	-0.1	10	-10	-6	0	-2	-1	-13
c1ccc2[nH]c3cc4ncnc4cc3nc2c1	35*	12	75*	-48	-2	19	-12	5	-7	-18
CCOC(=O)C1(Cc2ccccc2C(F)(F)F)CCN(C2CCSC2)CC1 (centres undefined)	-3	6	0.1	-2	-11	0	-6	-13	-8	0
CC(C)NC(=O)c1ccccc1N(Cc1ccccc1)S(C)(=O)=O	-5	13	1.0	-12	3	-3	-13	1	1	-3
Cn1cccc1CC(=O)NNC(=S)Nc1ccccc1Cl	5	-8	0.2	-10	-2	.	8	25	-2	-7
COc1ccc(OC)c(NC(=O)CCCSc2ccccc2)c1	-3	.	-0.1	-14	7	-1	.	18	-5	-6
CCOC(=O)C1CCN(C(=O)CSc2nccc(C)n2)CC1	-2	18	1.7	1	3	1	-18	39	-2	-6

Complete entries as entered above. Order of screens: Keap1-Nrf2 PPI, SR-BI DiI-HDL act, LANA DNA inh, RTF Ca sens inh, PKA-R2B act, NSD2 inh, SR-BI HDL uptake, Arrestin-AP2 inh, DAGLB inhibitor, PvdQ inh
Profile of COc1ccc(OC)c(NC(=O)CCCSc2ccccc2)c1 = -3, ., -0.1, -14, 7, -1, ., 18, -5, -6
Profile of Cn1cccc1CC(=O)NNC(=S)Nc1ccccc1Cl = 5, -8, 0.2, -10, -2, ., 8, 25, -2, -7
Profile of CCOC(=O)C1CCN(C(=O)CSc2nccc(C)n2)CC1 = -2, 18, 1.7, 1, 3, 1, -18, 39, -2, -6
Profile of CCOC(=O)C1(Cc2ccccc2C(F)(F)F)CCN(C2CCSC2)CC1 (centres undefined) = -3, 6, 0.1, -2, -11, 0, -6, -13, -8, 0

Further compounds follow.
SMILES	Keap1-Nrf2 PPI	SR-BI DiI-HDL act	LANA DNA inh	RTF Ca sens inh	PKA-R2B act	NSD2 inh	SR-BI HDL uptake	Arrestin-AP2 inh	DAGLB inhibitor	PvdQ inh
CC(C)c1ccc(S(=O)(=O)N2CCN(C(=O)CCNC(=O)Nc3ccccc3)CC2)cc1	2	17	-0.6	3	-13	0	-17	-7	-1	-3
CCOc1ccc(NC(=O)CN(C)C(=O)c2nc3nc(C)cc(C)n3n2)cc1OCC	0	-13	0.2	3	17	1	13	-13	0	3
Cc1ccc(NC(=S)NC(=O)CC2CC(C)(C)OC2=O)cc1 (centres undefined)	3	31	-0.4	-22	6	-2	-31	8	-1	-16
CN1C(=O)N(CC(=O)NCc2ccc(Cl)cc2Cl)C(=O)C12CCCCC2	1	-3	1.2	-10	15	-1	3	-6	0	-11
Cc1oc(C2CC2)cc1C(=O)O	2	-3	0.7	-4	-6	0	3	8	4	-11
Cc1ccc(CN2C(=O)CCC2C(=O)NC(C)C)cc1 (centres undefined)	-1	-5	1.0	-2	9	-1	5	29	-1	-5
Nc1nc(SCc2ccccc2Cl)nc2nc3c(cc12)CCCC3	-9	.	1.6	-6	4	0	.	5	-1	-14
CC1(C)NC(=O)N(CC(=O)OCc2cc(=O)n3cc(Br)ccc3n2)C1=O	-3	-6	-0.1	3	-2	0	6	-1	0	-6
CC(c1ccccc1)C(CC(=O)O)C(=O)NC1CCCCC1 (centres undefined)	-4	.	1.5	-3	9	.	.	-3	0	-1
Cc1cccc(C(=O)NCC(=O)OCC(=O)c2ccc(Cl)s2)c1	-4	-14	-0.6	-3	-4	1	14	1	2	-4
CCCCNS(=O)(=O)c1ccc(S(=O)(=O)N2CCC3(CC2)OCCO3)cc1	-3	14	0.2	-5	9	-3	-14	9	-1	-12
CC1CN(C(=S)Nc2ccc(Br)cc2Cl)CC(C)O1 (centres undefined)	-4	7	-0.5	-2	-2	25	-7	4	-2	1
Cc1cccc(N=Cc2[nH]c3ccc(Br)c(Cl)c3c2O)c1	1	23	0.4	-87	7	5	-23	-7	-17	-4
Cc1ccc(-c2cn(-c3ccccc3)c3[n+]2CCCS3)cc1	-3&-1	6&4	1.0&0.5	-6&1	-5&-1	0	-6&-4	12&-1	0&1	-3&-8
O=S1(=O)CC2N=C(N(Cc3c(F)cccc3Cl)c3ccccc3F)SC2C1 (centres undefined)	1	21	2.0	2	-1	1	-21	4	-1	0
COc1ccccc1C(=O)Nc1ccnn1C1CCN(Cc2cnn(C)c2)CC1	1	17	-2.6	0	9	-3	-17	-7	-1	-7
COc1ccc(CN2CCN(C(=O)CCC(=O)Nc3nnc(C(F)(F)F)s3)CC2)cc1F	-3	-14	0.6	-11	-1	35	14	2	0	-18
COc1ccc(C(=O)n2cnc3ccccc32)cc1	-5	38	-0.1	-6	-1	-1	-38	-1	1	3
Cc1cc(OC(=O)c2ccccc2C)c([N+](=O)[O-])c(=O)[nH]1	1	11	-3.2	-10	-2	-2	-11	-5	0	-10
COc1ccc(C(=O)C2CCCN(C(=O)/C=C/c3ccccn3)C2)c(C)c1 (centres undefined)	-5	37	-1.2	-1	-5	0	-37	5	1	-5
COc1ccc(Cc2nc3ccc(S(=O)(=O)N4CCOCC4)cc3[nH]2)cc1	-3	11	1.1	-3	2	0	-11	-1	1	8
COc1cc(OC)c(N2CC(C(=O)Nc3cc(Cl)ccc3N3CCOCC3)CC2=O)cc1Cl (centres undefined)	-6	37	0.6	2	-11	0	-37	-7	4	-1
CSc1ccc(CN2CCC(CO)(CCOc3ccccc3)CC2)cc1	-4	5	0.4	-12	-8	5	-5	-3	-3	-27
COc1ccc2c(c1OC)C(=O)OC2Nc1ncc(Br)cc1Br (centres undefined)	-2	27	-1.3	-10	0	2	-27	4	0	-11
CCOC(=O)N1CCC(NC(=O)c2sc(-n3cccc3)nc2C)CC1	0	10	1.5	-3	-6	2	-10	7	-2	-12
Cc1c(Cl)cnc(NC(=O)CSc2nnnn2C)c1Cl	3	0	1.3	-3	5	17	0	21	-2	-3
COc1ccc(C2C3(C#N)C(N)=NC(OC)(OC)C23C#N)cc1 (centres undefined)	-7	-10	2.8	3	0	.	10	5	3	-8
Cc1cc(C)cc(C(=O)Nc2nnc(SCC(=O)N3CCCc4ccccc43)s2)c1	-3	0	0.7	2	-2	0	0	-156	-1	-8
Cc1ccc(S(=O)(=O)N2CCN(C(=O)CSc3nccn3C)CC2)cc1	4	31	-0.4	4	-6	-1	-31	33	0	0
Cc1ccc(C(=O)CCC(=O)NC2CCCC(C)C2C)cc1 (centres undefined)	0	-2	1.1	-1	-5	0	2	-4	-3	-12
O=C(NNC(=O)C1CCC1)c1cccc(Cl)c1	-6	4	1.6	-6	6	1	-4	3	-1	-7
